# High-throughput results: PubChem, Broad Institute
# EWS-Fli block – EWS/Fli transcriptional activity inhibition; inhibition, % at 12.6 µM; actives 0.67% (n = 350,000); A673 NR0B1-luciferase reporter, viability-normalised; AID 651661;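 active = mean inhibition of at least 50% after viability correction, with every replicate also passing that limit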;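 also: firefly luciferase signal divided by Alamar Blue viability fluorescence both relative to DMSO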
# Xi reactivation – reactivates the inactive X chromosome in mouse fibroblasts | XiGFP mouse fibroblasts, % GFP-positive cells imaging, 3 d; cells co-treated with 5-aza-dC sensitizer; scaled so ellipticine positive control = 100% | activation, % at 7.58 µM | actives 0.055% (n = 360,000);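 active = mean normalized replicate activation at least 10% and every replicate at or above 10%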;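 also: 0% = median of on-plate neutral control wells and 100% = ellipticine 6 µM median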
#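 Material: XiGFP fibroblasts, SV40-immortalized; Buffer or medium: DMEM containing 5-aza-dC; Compound dosing: single point; Times: 3 days compound exposure.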
# RAD52 inh – RAD52 (human) annealing inhibition. P43351. recombinant RAD52 DNA annealing, FRET fluorescence. inhibition, % at 18.7 µM. actives 0.46% (n = 360,000). AID 651710;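 active = every replicate showing at least 50% inhibition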
# S100A4 inh HTS – inhibitors of human S100A4 binding to myosin IIA peptide; actives 0.14% (n = 360,000); AID 652163; S100A4/TAMRA-MyoIIA peptide fluorescence polarization; inhibition, % at 10.7 µM; P26447;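 active = mean inhibition of at least 70% across replicates, with every replicate also reaching that level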
# Target sequence (P26447 whole entry, looked up): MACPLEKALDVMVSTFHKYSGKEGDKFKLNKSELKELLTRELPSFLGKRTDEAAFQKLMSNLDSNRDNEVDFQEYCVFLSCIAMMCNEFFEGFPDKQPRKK
#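 Material: human S100A4 monomer with TAMRA-labelled myosin IIA peptide; buffer or medium: HEPES pH 7.2 with CaCl2, KCl, NaCl, DTT, Triton; compound dosing: one concentration per compound; schedule: 5 min incubation before reading; benchmarks: neutral control DMSO, positive control TFP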
# RAD54 branch – RAD54 (human) branch migration inhibition. inhibition, % at 10.4 µM. RAD54 Holliday junction branch migration, FAM/BHQ fluorescence. AID 602329. Q92698. actives 0.14% (n = 360,000);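 active = mean normalized replicate activity at least 40 and at least half of replicates scoring 40 or more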;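 also: 0% = median of neutral control wells and 100% = median of positive control wells; inhibitors cause a drop in the FAM fluorescence signal; in these data hits start at about 50%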
# Target sequence (Q92698 whole entry, looked up): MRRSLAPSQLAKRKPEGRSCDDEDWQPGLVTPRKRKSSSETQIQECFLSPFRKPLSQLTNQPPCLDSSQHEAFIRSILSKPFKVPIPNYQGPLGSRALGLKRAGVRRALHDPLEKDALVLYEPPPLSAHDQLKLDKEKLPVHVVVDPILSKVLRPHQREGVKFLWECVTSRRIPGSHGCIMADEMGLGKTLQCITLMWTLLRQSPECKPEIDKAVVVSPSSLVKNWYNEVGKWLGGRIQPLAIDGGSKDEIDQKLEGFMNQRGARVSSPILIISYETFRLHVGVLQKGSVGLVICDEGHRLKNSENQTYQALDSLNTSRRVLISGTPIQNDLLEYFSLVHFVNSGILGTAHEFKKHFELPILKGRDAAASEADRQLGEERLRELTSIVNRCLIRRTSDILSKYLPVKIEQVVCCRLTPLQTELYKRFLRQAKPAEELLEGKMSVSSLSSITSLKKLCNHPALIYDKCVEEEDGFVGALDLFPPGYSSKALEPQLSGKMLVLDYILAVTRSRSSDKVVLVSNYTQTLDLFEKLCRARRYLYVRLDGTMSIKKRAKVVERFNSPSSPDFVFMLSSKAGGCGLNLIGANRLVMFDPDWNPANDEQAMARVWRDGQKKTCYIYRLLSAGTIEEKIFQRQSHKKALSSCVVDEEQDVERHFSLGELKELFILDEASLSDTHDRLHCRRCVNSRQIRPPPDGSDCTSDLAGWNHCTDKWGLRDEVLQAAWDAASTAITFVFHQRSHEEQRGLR
# E-selectin induc – induces E-selectin expression in human endothelial cells | P16581 | HUVEC E-selectin immunofluorescence imaging; normalized: neutral wells 0, TNF-alpha wells 100 | activation, % at 7.58 µM | actives 0.37% (n = 260,000) | AID 686992;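 active = mean E-selectin-positive cell signal at least 10% of the positive control, reached in at least 60% of replicates, without over 20% cell loss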;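 also: in these data hits start at about 27%; measured in HUVEC primary endothelial cells; signal is the percent of cells scored E-selectin positive by PE staining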
#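 Assay system: HUVEC primary endothelial cells. Input: 3,000 HUVEC seeded per well. Doses: one compound dose added by pin transfer. Read-out basis: % PE-positive cells. Benchmarks: TNF-alpha high, DMSO low. Detection: immunofluorescence imaging. Buffer or medium: EGM-2, gelatin.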
# esBAF inh – blocks esBAF chromatin remodeling in mouse ES cells; Bmi1-luciferase knock-in reporter, 24 h; 100% = twice the neutral-well signal; reporter increase, % at 12.5 µM; actives 2% (n = 350,000); AID 602393; in the data active = activation above about 40%;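 also: 0% = median of the plate's neutral control wells and 100% = double that signal; a rise in the Bmi1 reporter signal indicates esBAF inhibition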
# FN deposition inh – fibronectin deposition inhibition | AH1F fibroblasts, Alexa488-fibronectin deposition fluorescence, overnight | inhibition, % at 12.6 µM | actives 0.086% (n = 350,000);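 active = mean inhibition across replicates of 30% or more, regardless of how many single replicates reach that level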;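 also: positive control wells lacked labelled fibronectin entirely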
#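 Assay system: AH1F fibroblast monolayer, labelled fibronectin deposition. Amount: 10000 cells per well. Also added: labelled fibronectin 24 nM. Compound: single-point pinned compound. Incubation: cell attachment 1 h, compound and FN exposure overnight. Detection: fluorescence after three HBSS washes, excitation 485 nm, emission 525 nm. Read-out: inhibition of fibronectin deposition signal.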
# * hit, by the source's call; x = no result given; & = joins results of further samples. Compounds as they come; 3% or so of the library scored in one or more.
# Order of results: EWS-Fli block, Xi reactivation, RAD52 inh, S100A4 inh HTS, RAD54 branch, E-selectin induc, esBAF inh, FN deposition inh
CCN(CC)C(=O)C1CCN(S(=O)(=O)c2ccc(C3CNC(=O)C3)cc2)CC1 (configuration not stated)
  3, 0.6, -3, -2, -14, x, -3, 5
CCN(C(=O)COC(=O)c1cccnc1)c1cccc2ccccc12
  -8, 0.2, -28, -6, -2, -0.1, 2, 2
O=C(c1ccc(F)cc1)N1CCCC(N2CCN(Cc3ccc4c(c3)OCO4)CC2)C1 (configuration not stated)
  x, 0.0, 1, 13, 3, 0.0, -4, 5
C[C@H]1CN([C@@H](C)CO)S(=O)(=O)c2ccc(C#Cc3ccccc3)cc2O[C@H]1CN(C)C(=O)CN(C)C
  22, -0.8, 70*, 4, 10, 0.1, -1, 1
O=C(c1ccccn1)N1N=C2/C(=C/c3ccccc3)CCCC2C1c1ccccc1 (configuration not stated)
  14, -0.1, -9, -7, 5, x, x, 10
CO[C@@H]1CN(C)C(=O)c2cc(NS(=O)(=O)c3ccc(Cl)cc3)ccc2OC[C@@H](C)N(C)C[C@H]1C
  -6, 0.0, -4, -2, 0, 0.2, -1, -27
C[C@H](CO)N1C[C@H](C)[C@H](CN(C)Cc2ccc(-c3ccccc3)cc2)Oc2c(NC(=O)Nc3ccccc3)cccc2C1=O
  11, -0.4, 40, 2, -1, 0.2, 2, x
Cc1nnc(SCC(=O)Nc2cccc(S(=O)(=O)N3CCCC3)c2)n1C1CC1
  9, 0.0, -5, -1, -5, 0.7, -3, -4
CCOC(CNC(=O)c1ccc2c(c1)ncn2-c1ccc(F)c(F)c1)OCC
  -11, 0.1, -19, -16, x, x, -8, 4
O=C1N=c2ccccc2=C1c1sc(=S)n(NC(=O)c2cccc(O)c2)c1O
  16, 0.0, -4, -1, x, 11, x, 13
O=C(CN1CCOC1=O)N1CCCC(N2CCN(c3cccc(C(F)(F)F)c3)CC2)C1 (configuration not stated)
  x, 0.1, -5, 1, 11, -0.2, 17, 12
COc1ccc(NC(=O)N2CCN(c3ccc([N+](=O)[O-])cc3)CC2)cc1
  -34, 0.1, -8, -2, x, 5.5, 8, 5
Cc1cc(NC(=O)CSc2nc3ccccc3[nH]2)n(-c2ccccc2)n1
  1, 0.0, 6, 0, 3, x, x, 1
CC(=O)NCCc1nc2ccccc2n1Cc1ccc(Cl)cc1
  -5, 0.2, -19, -4, x, x, x, 4
CCCNC(=O)N(C)C[C@H]1Oc2ncc(-c3ccc(OC)cc3)cc2C(=O)N([C@@H](C)CO)C[C@H]1C
  -10, -1.1, 16, 0, -22, 0.0, 4, x
C[C@@H]1CN([C@@H](C)CO)C(=O)c2cc(C#CC(C)(C)O)cnc2O[C@@H]1CN(C)C(=O)C1CCOCC1
  -14, -0.4, 15, 22, 0, -0.2, -6, x
O=C(Nc1ccccc1)C1CC(=O)n2c(nc3ccccc32)N1 (configuration not stated)
  -9, 0.0, -10, 1, x, 4.1, x, -9
C[C@@H]1CN([C@@H](C)CO)C(=O)c2cc(NS(=O)(=O)c3cn(C)cn3)ccc2O[C@H]1CN(C)Cc1ccc2c(c1)OCO2
  1, 0.2, -4, 6, -5, x, -4, x
O=C1NCCN(CC2CCN(CCc3ccccc3)CC2)C1=O
  -6, -0.1, -11, -9, -15, -0.1, 2, 1
CCS(=O)(=O)N1Cc2ccccc2CC1C(=O)Nc1cc(S(C)(=O)=O)ccc1Cl (configuration not stated)
  -5, 0.5, -24, -4, 6, 0.3, 2, x
Cc1ccc(S(=O)(=O)NCC2CCC(C(=O)NCCCN3CCC(C)CC3)CC2)cc1 (configuration not stated)
  -2, 0.1, -6, -5, 2, x, -2, 6
CC(C)=CC1C(C(=O)NCCOc2ccccc2)C1(C)C (configuration not stated)
  -13, 0.0, -6, 4, 0, 0.1, 0, -7
CCC(=O)N1[C@H](CO)[C@H](c2ccc(C3=CCCC3)cc2)[C@@H]1CN(C)C(C)=O
  2, 0.1, x, x, 2, 0.0, 10, -18
CC(NS(=O)(=O)c1cn(C)c(=O)n(C)c1=O)c1ccccc1 (configuration not stated)
  -14, 0.2, -6, 9, 3, x, x, -7
Cc1ccc(S(=O)(=O)N[C@H]2CC[C@H](CC(=O)N3CCc4ccccc4C3)O[C@H]2CO)cc1
  -14, 0.0, -5, -3, 1, -0.1, 2, 5
CCCN1CCN(C(=O)C2CCN(S(=O)(=O)c3ccc4c(c3)oc(=O)n4C)CC2)CC1
  0, 0.0, -12, 0, -12, 0.2, -4, 0
CCCC(=O)Nc1ccc(NC(=O)c2ccccc2)nc1
  13, 0.0, 1, 6, -6, 0.5, -36, -15
Cc1cc(C)n(CC(=O)NNC(=O)COc2ccc(Br)cc2F)n1
  5, 0.0, 2, -8, 1, x, -1, 2
Cc1ccc(S(=O)(=O)Nc2ccc3c(c2)C(=O)N([C@@H](C)CO)C[C@H](C)[C@H](CN(C)S(=O)(=O)c2ccc(Cl)cc2)OCCCC[C@@H](C)O3)cc1
  11, 0.1, x, x, -8, -0.1, 3, 1
COCCN(C(=O)c1cc(-c2ccccc2Cl)nc2ccccc12)c1c(N)n(CC(C)C)c(=O)[nH]c1=O
  4, 0.0, -4, -5, -9, x, -5, 3
CC(=O)Nc1ccc(S(=O)(=O)NCCC(=O)NCCCc2ccccc2)cc1
  -1, 1.6, -17, -3, 0, x, -6, 2
Cc1c(NC(=O)CN2CC(C)OC(C)C2)c(=O)n(-c2ccccc2)n1C (configuration not stated)
  0, -0.1, -6, 2, 2&11, 0.1, -11&-2, 2
Cc1ccc(S(=O)(=O)Nc2ccc3c(c2)C(=O)N([C@H](C)CO)C[C@H](C)[C@@H](CN(C)Cc2ccc(C(=O)O)cc2)OCCCC[C@H](C)O3)cc1
  -18, 1.0, 10, -4, 5, x, -3, -3
CCCCOCC1CN(Cc2ccccc2OC)S(=O)(=O)c2cc(Cl)ccc2O1 (configuration not stated)
  -2, -0.1, 6, 1, x, 8.0, x, -1
CN(C(=O)CSc1nnnn1-c1ccccc1)C1CCCCC1
  x, x, 0, -3, 0, x, 23, x
CCCC(=O)NC(=S)Nc1nc(-c2ccc(OC)cc2)cs1
  -27, 0.0, -12, -3, -2, x, x, 3
Cc1ccccc1NC(=S)NNC(=O)c1cccc(Br)c1
  -8, 0.0, -11, 6, x, x, x, -8
O=C(CNC(=O)N1CC(=O)Nc2ccccc21)Nc1nccs1
  x, 0.0, 3, -3, -7, 1.0, 0, 2
O=C(C[C@@H]1C[C@H]2c3cc(NC(=O)c4cccnc4)ccc3O[C@H]2[C@@H](CO)O1)NCCc1ccccc1
  -5, 0.2, -2, -35, 0, 0.2, 0, x
O=C(Nc1ccc(Oc2ccccc2)nc1)C1CCCCN1Cc1cccc(O)c1 (configuration not stated)
  4, 0.1, -24, -6, 5, -0.8, -3, 3
COc1ccc2c(c1)CCc1c-2nc2ccccc2c1N1CCOCC1
  -12, 0.0, -8, -2, x, x, 6, 4
O=c1oc(C2(O)CCCCC2)cc2ccc(/C=C/c3ccc(F)cc3)cc12
  -21, 0.1, -36, -1, -3, 0.1, 16, -4
COc1ccc(NC(=O)CSc2nnnn2C)c([N+](=O)[O-])c1
  -3, 0.3, -13, -1, x, x, 0, 4
CN(C)c1cccc(C(=O)N/N=C/c2ccccc2F)c1
  -45, 0.0, -9, 1, x, -0.1, x, -2
Oc1c(Br)cc(C=Nc2ccc3nc(-c4ccccc4)[nH]c3c2)c(O)c1Br
  -53, 0.1, -30, -4, x, x, x, 3
CN(C)CC#Cc1ccc([C@H]2[C@@H](CO)N3CCCCN(C(=O)NC4CCCC4)C[C@H]23)cc1
  -3, 0.1, 3, 26, -5, 0.7, x, x
O=C(CCCOc1ccc(Cl)cc1Cl)Nc1cc(S(=O)(=O)N2CCOCC2)ccc1N1CCOCC1
  16, 0.0, -32, -7, -7, -0.3, 1, 9
C[C@H](CO)N1C[C@H](C)[C@H](CN(C)C)OCc2cnnn2CCCC1=O
  3, -0.1, 6, 2, -8, 0.0, -2, -7
CON(C)c1nc(C2CCCCC2)c2cc(C)ccc2n1
  9, -0.3, -1, -2, 2, 0.1, x, 0
CO[C@H]1CN(C)C(=O)c2ccc(NC(=O)C3CCOCC3)cc2OC[C@H](C)N(C(=O)c2ccccc2)C[C@H]1C
  3, 0.1, -6, -5, -2, -0.1, 1, x
COc1ccc(CN2CCN(C(C)C)C(CCO)C2)cc1Cn1cncn1 (configuration not stated)
  2, 0.0, -5, 2, 4, 2.7, -2, 15
O=C1CCC2=C(CCCC2=O)N1
  8, 0.0, -6, 4, x, 0.6, x, 17
COc1ccc(N(CC(=O)Nc2cccc(N(C)S(C)(=O)=O)c2)S(=O)(=O)c2ccc(C)cc2)cc1
  7, 0.0, -7, -8, -3, x, 4, 5
CC1Sc2ccc(S(=O)(=O)N3CCC(C(=O)NCC(C)c4ccccc4)CC3)cc2NC1=O (configuration not stated)
  6, 0.0, -67, -3, -2, x, -8, -2
CC1Sc2ccc(C#N)cc2N(Cc2cccc(C(F)(F)F)c2)C1=O (configuration not stated)
  9, -0.1, -6, 3, 9, 0.2, -5, 11
COc1c(Cl)cc(-c2noc(C)c2C(=O)NC(C)C)cc1Cl
  -2, 0.0, -7, -3, 14, x, 2, -10
CO[C@@H]1CN(C)C(=O)c2ccc(NC(C)=O)cc2OC[C@H](C)N(C(=O)c2ccncc2)C[C@H]1C
  -1, 0.2, -3, 1, 4, -0.3, 4, 6
O=C(C[C@H]1C[C@H]2c3cc(NC(=O)C4CCC4)ccc3O[C@H]2[C@@H](CO)O1)NCC(F)(F)F
  1, 0.0, -3, -9, 6, -0.1, 2, 0
CCCC(=O)Nc1ccc2c(c1)OC[C@@H](C)N(Cc1ccccc1)C[C@@H](C)[C@@H](OC)CN(C)C2=O
  1, 0.1, 1, -3, 12, 0.0, -3, 1
CC(=O)c1cccc(OCC(=O)N(C)CC(=O)NCc2ccco2)c1
  1, 0.5, -67, 1, -10, 0.1, -3, 0

# (cont.)
# Order of results: EWS-Fli block, Xi reactivation, RAD52 inh, S100A4 inh HTS, RAD54 branch, E-selectin induc, esBAF inh, FN deposition inh
COc1ccccc1-c1cc(-c2ccccc2)nc(SCC(=O)O)c1C#N
  2, -0.1, -8, 1, 1, x, -4, -1
CN(C)c1ccc(-c2ccnc3c2CC(C)(C(=O)Nc2ccccc2)O3)cc1 (configuration not stated)
  -6, -0.1, -3, -9, 7, 7.9, x, 2
COc1ccc(N2C(=O)CC(c3ccccc3)CC2=O)cc1
  -8, -0.1, -6, 4, -1, -0.1, 0, 10
CCOc1ccc(NC(=O)CSc2ncn[nH]2)cc1
  x, 0.3, 1, -6, -6, x, 4, 6

# Single records, as listed above. Values in the order: EWS-Fli block, Xi reactivation, RAD52 inh, S100A4 inh HTS, RAD54 branch, E-selectin induc, esBAF inh, FN deposition inh
# COc1ccccc1-c1cc(-c2ccccc2)nc(SCC(=O)O)c1C#N as listed: 2, -0.1, -8, 1, 1, x, -4, -1
# CCOc1ccc(NC(=O)CSc2ncn[nH]2)cc1 as listed: x, 0.3, 1, -6, -6, x, 4, 6
